Screening data deposited in PubChem BioAssay by National Center for Advancing Translational Sciences (NCATS).
DRD3 antagonist: D3 dopamine receptor (human) antagonism; P35462; D3R cells, DiscoveRx beta-arrestin luminescence, antagonist mode; stronger effect = lower value; max response, negative = inhibition, %; 360,000 tested, 2.5% active; AID 652054; in the data active = max response below about -50%; inconclusive = no clear call, values can overlap the other calls; note: % is set by controls: 0 for no effect and ±100 for the full control effect; mostly tested at two doses, the higher about 12 µM
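Cells expressing the human receptor were seeded at 1500 cells/well, incubated overnight at 37 degrees C in 5% CO2, then exposed to library compounds with dopamine controls for 90 minutes at 37 degrees C before luminescent detection.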
D3 ag: D3 dopamine receptor (human) agonism. P35462. D3R DiscoveRx beta-arrestin cells, luminescence, 90 min. max activation, %. 410,000 tested, 0.58% active. AID 652048; in the data active = max activation above about 30%; note: 0% is about no effect; mostly tested at two doses, the higher about 12 µM
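Agonist-mode cell screen: cells plated at 1500/well and incubated overnight at 37 °C, then exposed to library compounds for 90 min at 37 °C. Detection reagent was added for 30–60 min at room temperature, and luminescence was read.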
FUS suppressor: suppressors of FUS proteinopathy in yeast | 390,000 tested, 0.24% active | AID 1347120 | Potency, µM (highest dose often 76.6 µM), for inactives: at the top dose growth rescue (activation), hits mostly activators | S. cerevisiae FUS-expressing, growth rescue, OD600, 24 h;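 note: potency is the fitted concentration of half-maximal effect; plate controls were DMSO vehicle for no effect and reference control for full effect; nearly all actives have a fitted effect of over 55% in size; some results filed as inactive show a strong effect at the top dose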
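Steps: raffinose overnight preculture; dilution to OD 0.005 in 2% galactose minimal medium; compound addition (concentration series); 24hr at 30C, 99% humidity; absorbance read at 600 nm.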
Abeta yeast res: compounds reversing amyloid beta toxicity in yeast. 410,000 tested, 0.063% active. yeast expressing A-beta42, growth rescue, OD600, 48 h; response scale: 0% DMSO, 100% iron-clioquinol control. Potency, µM (doses to about 46.1 µM), for the others: at the top dose growth rescue, most hits filed as activators; note: potency is the fitted concentration of half-maximal effect; nearly all actives have a fitted effect of over 55% in size
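Growth rescue measured by 600 nm absorbance after 48 h yeast culture at 30 C with compound. Values normalized between DMSO and an equimolar ferric chloride plus clioquinol control.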
aSyn rescue: alpha-synuclein toxicity inhibition in yeast | 370,000 tested, 0.14% active | AID 652106 | Yeast expressing alpha-synuclein, growth rescue, BacTiter-Glo, 24 h | Potency, µM (titrated, usually from 46.1 µM), without a hit: top-dose growth rescue (activation), usual class: activators; note: potency is the fitted concentration of half-maximal effect; % of control where 0% means no effect; nearly all actives have a fitted effect of over 65% in size
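Galactose-induced alpha-syn yeast (OD600=0.02, raffinose-pregrown) + pinned cpd, 24 hr, 30 deg C; growth by BacTiter-Glo luminescence. Growth restoration scores as activation.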
TDP43 rescue: rescues yeast growth from TDP-43 toxicity; 410,000 tested, 1.8% active; AID 652104; Potency, µM (doses to about 46.1 µM), without a hit: at the top dose growth rescue (activation), most hits filed as activators; TDP-43 expressing yeast growth rescue, BacTiter-Glo, 24 h; note: potency is the fitted concentration of half-maximal effect; % of control where 0% means no effect; nearly all actives have a fitted effect of over 50% in size
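Galactose-induced TDP-43 yeast, OD600=0.02, compound pinned; 24 hr, 30 deg C; BacTiter-Glo luminescence for growth. Inhibitors of TDP-43 toxicity read as activators.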
EPAC2 ag: activates human EPAC2 exchange factor; AID 720711; Potency, µM (titrated, usually from 154 µM), for the others: at the top dose activation, hits mostly activators; 360,000 tested, 0.079% active; EPAC2 activation, biochemical qHTS; response scale: 100% = 6.5 mM cAMP response; Q8WZA2; note: potency is the fitted concentration of half-maximal effect; nearly all actives have a fitted effect of over 50% in size
Target sequence (Q8WZA2 whole entry, looked up): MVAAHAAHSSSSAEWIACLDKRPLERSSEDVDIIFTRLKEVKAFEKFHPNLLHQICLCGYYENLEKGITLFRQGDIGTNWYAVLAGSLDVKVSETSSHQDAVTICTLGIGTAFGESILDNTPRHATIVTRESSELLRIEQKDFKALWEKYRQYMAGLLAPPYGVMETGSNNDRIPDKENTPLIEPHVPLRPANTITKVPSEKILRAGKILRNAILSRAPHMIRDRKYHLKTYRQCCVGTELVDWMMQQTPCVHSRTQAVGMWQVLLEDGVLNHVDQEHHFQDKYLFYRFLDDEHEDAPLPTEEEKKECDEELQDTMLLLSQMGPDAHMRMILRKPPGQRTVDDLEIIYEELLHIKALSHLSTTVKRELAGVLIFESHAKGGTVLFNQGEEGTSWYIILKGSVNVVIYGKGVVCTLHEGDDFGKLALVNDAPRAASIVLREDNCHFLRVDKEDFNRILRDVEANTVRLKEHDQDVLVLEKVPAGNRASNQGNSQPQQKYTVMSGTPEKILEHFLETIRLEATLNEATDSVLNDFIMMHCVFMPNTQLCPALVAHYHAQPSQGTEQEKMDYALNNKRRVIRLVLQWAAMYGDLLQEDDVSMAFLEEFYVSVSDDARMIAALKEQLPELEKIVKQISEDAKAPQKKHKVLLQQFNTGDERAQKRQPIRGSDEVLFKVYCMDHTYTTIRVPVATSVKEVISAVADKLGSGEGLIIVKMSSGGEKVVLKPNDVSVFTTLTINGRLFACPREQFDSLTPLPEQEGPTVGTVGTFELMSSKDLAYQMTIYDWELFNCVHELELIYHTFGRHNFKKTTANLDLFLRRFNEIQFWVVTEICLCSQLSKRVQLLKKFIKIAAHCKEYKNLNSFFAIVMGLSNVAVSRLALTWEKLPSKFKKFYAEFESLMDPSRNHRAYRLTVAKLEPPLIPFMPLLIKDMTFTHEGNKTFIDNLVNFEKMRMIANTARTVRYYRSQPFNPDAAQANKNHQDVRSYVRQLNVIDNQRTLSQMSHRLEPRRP
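Compounds were titrated in qHTS against a Rap1B-BODIPY-GDP (250 nM) complex with EPAC2 (100 nM) and GDP (50 uM). BODIPY-GDP release tracked at 480/540 nm over 30 min at room temperature, normalized to 6.5 mM cAMP.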
EPAC2 antag: EPAC2 (human) antagonism; Q8WZA2; EPAC2 GEF exchange of Rap1B-BODIPY-GDP, fluorescence; Potency, µM (top dose mostly 114 µM), inactives show at the top dose activity, negative = inhibition, most hits filed as inhibitors; 360,000 tested, 0.18% active; note: potency is the fitted concentration of half-maximal effect; % is set by controls: 0 for no effect and ±100 for the full control effect; nearly all actives have a fitted effect of over 45% in size; many of its hits are not listed in these tables
Numbers without * were called inactive; [ ] = dose if it differs, or a comment. Unless noted, calls come from the whole dose curve; as a rule, active = well fitted curve in the direction sought with a large enough effect; inconclusive = small, poorly fitted or top-dose-only effect, or another doubt; inactive = no such curve, though single readings can be large; an effect the other way counts as inactive or inconclusive. An excerpt, so the mix of outcomes need not match the whole.

CC1CCn2c(nc3cc(C(=O)NCc4ccc(OC(C)C)cc4)ccc32)C1 (stereo unspecified) was read as D3 ag -4, FUS suppressor 6%, Abeta yeast res -18% and TDP43 rescue -1%.
`CCCN1CCC(NC(=O)Nc2cc(Cl)ccc2OC)CC1` gave DRD3 antagonist inconclusive, D3 ag -17, FUS suppressor -16%, Abeta yeast res -5%, aSyn rescue 2%, TDP43 rescue 4%, EPAC2 ag 7% and EPAC2 antag 1%.
For O=C(N[C@@H]1C/C=C\C[C@@H](CC(=O)N(CCO)Cc2ccccc2)C(=O)N[C@H](Cc2ccccc2)COC1=O)OCC1c2ccccc2-c2ccccc21 the results were DRD3 antagonist 5, D3 ag 0, FUS suppressor inconclusive, Abeta yeast res -1%, aSyn rescue -3%, TDP43 rescue 10%, EPAC2 ag 12% and EPAC2 antag -5%.
CC(C)C[C@H](NC(=O)Nc1ccccc1F)C(=O)O was read as DRD3 antagonist 0, D3 ag -3, FUS suppressor 2%, Abeta yeast res -4%, aSyn rescue -20%, TDP43 rescue -9%, EPAC2 ag 0% and EPAC2 antag 13%.
COc1ccc(OC)c(NC(=O)COC(=O)CSc2ccc(Cl)cc2)c1 was read as DRD3 antagonist 40, D3 ag 2, Abeta yeast res -10%, aSyn rescue 4%, TDP43 rescue -16%, EPAC2 ag 7% and EPAC2 antag 0%.
Screening CC(C)CC(=O)Nc1c(C(=O)N2CCN(Cc3ccccc3)CC2)oc2ccccc12 returned DRD3 antagonist -14, D3 ag -13, FUS suppressor 15%, Abeta yeast res 2%, aSyn rescue 2%, TDP43 rescue -12%, EPAC2 ag 7% and EPAC2 antag -2%.
COc1ccc(-c2noc(-c3csc([C@@H]4O[C@H](CO)[C@H](O)[C@H](O)[C@H]4O)n3)n2)cc1OC was read as DRD3 antagonist -10, D3 ag 6, FUS suppressor -14%, Abeta yeast res -13%, aSyn rescue 1%, TDP43 rescue inconclusive, EPAC2 ag -5% and EPAC2 antag 6%.
`COc1cccc(NC(=O)Cn2c3ccc(OC)cc3c3nc4n(c(=O)c32)CCS4)c1` gave DRD3 antagonist 2, D3 ag -4, FUS suppressor -2%, Abeta yeast res 3%, aSyn rescue -8%, TDP43 rescue 7%, EPAC2 ag 0% and EPAC2 antag 1%.
`CCC(=O)C1=C(c2ccc(F)cc2)N(C(=O)CC)n2c(nnc2C2CCCCC2)S1` gave D3 ag -7, FUS suppressor -8%, Abeta yeast res -2% and TDP43 rescue 12%.
`COCCN(CCOC)c1ncnc2c1cnn2-c1ccccc1` gave DRD3 antagonist -12, D3 ag 0, FUS suppressor 3%, Abeta yeast res -31%, aSyn rescue 9%, TDP43 rescue 1%, EPAC2 ag 4% and EPAC2 antag 0%.
`CC/C(=N\Nc1ccnc2cc(Cl)ccc12)c1ccc(O)cc1` gave DRD3 antagonist -16, D3 ag -18, FUS suppressor 13%, Abeta yeast res -9%, aSyn rescue -1%, TDP43 rescue -2%, EPAC2 ag 7% and EPAC2 antag -6%.
Screening Cc1cccc(C)c1NC(=O)C(c1ccccc1)N1CCN(c2ccc(F)cc2)CC1 (stereo unspecified) returned DRD3 antagonist 5, D3 ag -12, FUS suppressor -16%, Abeta yeast res -15%, aSyn rescue -6%, TDP43 rescue 13%, EPAC2 ag -1% and EPAC2 antag 10%.
`O=C(NC1CCCCC1)C(c1ccc(-c2ccccc2)cc1)n1c(=O)c(-c2ccco2)nc2ccccc21` (stereo unspecified) gave DRD3 antagonist 0, D3 ag -3, FUS suppressor inconclusive, Abeta yeast res -5%, aSyn rescue 1%, TDP43 rescue 12%, EPAC2 ag -13% and EPAC2 antag -15%.
For O=C(O)COc1ccccc1/C=N/NC(=O)c1ccc2c(c1)OCCO2 the results were DRD3 antagonist -8, D3 ag -2, FUS suppressor -5%, Abeta yeast res 1%, aSyn rescue -1%, TDP43 rescue 20%, EPAC2 ag 2% and EPAC2 antag -6%.
Screening Clc1ccc(C2CC(c3ccccc3)Nc3ncnn32)cc1 (stereo unspecified) returned DRD3 antagonist -22, D3 ag -7, FUS suppressor 12%, Abeta yeast res 31%, aSyn rescue 0%, TDP43 rescue -3%, EPAC2 ag 6% and EPAC2 antag -7%.
Screening CCOC(=O)Cc1cc(=O)[nH]c(Nc2nc3ccccc3o2)n1 returned DRD3 antagonist 20, D3 ag 13, FUS suppressor 17%, Abeta yeast res 10%, aSyn rescue -12%, TDP43 rescue -10%, EPAC2 ag 4% and EPAC2 antag 8%.
For Cc1cccc(/N=C/c2nc(-c3ccccc3Br)oc2O)n1 the results were DRD3 antagonist -5, D3 ag -2, FUS suppressor 14%, Abeta yeast res 0%, aSyn rescue -12%, TDP43 rescue -4%, EPAC2 ag 22% and EPAC2 antag -1%[57.1 µM].
Cc1cc2cc(CNC(=O)c3ccc(S(=O)(=O)N4CCOCC4)cc3)ccc2n1C was read as DRD3 antagonist 0, D3 ag -9, FUS suppressor 31%, Abeta yeast res -21%, aSyn rescue -2%, TDP43 rescue -9%, EPAC2 ag 6% and EPAC2 antag 0%.
Cc1ccc(NC(=O)N2CCC(C(=O)NCc3ccc(F)cc3)CC2)cc1 was read as DRD3 antagonist 16, D3 ag -2, FUS suppressor 11%, Abeta yeast res 12%, aSyn rescue -16%, TDP43 rescue -8%, EPAC2 ag 8% and EPAC2 antag 14%.
`O=C(O)c1ccc(NC2=C(n3nnc4ccccc43)C(=O)c3ccccc3C2=O)cc1` gave DRD3 antagonist inconclusive, D3 ag -4, FUS suppressor 17%, Abeta yeast res -19%, aSyn rescue -1%, TDP43 rescue 2%, EPAC2 ag 15% and EPAC2 antag -13%.
Screening CCN(CC)CCOc1cccc(C(C)C)c1 returned DRD3 antagonist -11, D3 ag -23, FUS suppressor 0%, Abeta yeast res 24%, aSyn rescue 3%, TDP43 rescue 15%, EPAC2 ag 6% and EPAC2 antag 7%.
Screening CC(=O)Nc1ccc(S(=O)(=O)N2CCNC(=O)CC2)cc1 returned DRD3 antagonist 19, D3 ag 1, FUS suppressor 12%, Abeta yeast res 6%, aSyn rescue 1%, TDP43 rescue 8%, EPAC2 ag 4% and EPAC2 antag 6%.
O=C(CNc1cccc2ccccc12)N/N=C/c1cccc(Oc2ccccc2)c1 was read as DRD3 antagonist 32, D3 ag 4, FUS suppressor inconclusive, Abeta yeast res 8%, aSyn rescue 16%, TDP43 rescue 21%, EPAC2 ag 8% and EPAC2 antag -11%.
O=C(/C=C/c1ccccn1)c1ccc(Br)cc1O was read as DRD3 antagonist 14, D3 ag 1, Abeta yeast res 0%, aSyn rescue inconclusive, TDP43 rescue -86%[inhibitor], EPAC2 ag 6% and EPAC2 antag -10%.

An excerpt from above in order of molar mass, rising:
O=C(/C=C/c1ccccn1)c1ccc(Br)cc1O was read as DRD3 antagonist 14, D3 ag 1, Abeta yeast res 0%, aSyn rescue inconclusive, TDP43 rescue -86%[inhibitor], EPAC2 ag 6% and EPAC2 antag -10%.
For Cc1cccc(/N=C/c2nc(-c3ccccc3Br)oc2O)n1 the results were DRD3 antagonist -5, D3 ag -2, FUS suppressor 14%, Abeta yeast res 0%, aSyn rescue -12%, TDP43 rescue -4%, EPAC2 ag 22% and EPAC2 antag -1%[57.1 µM].
Cc1cc2cc(CNC(=O)c3ccc(S(=O)(=O)N4CCOCC4)cc3)ccc2n1C was read as DRD3 antagonist 0, D3 ag -9, FUS suppressor 31%, Abeta yeast res -21%, aSyn rescue -2%, TDP43 rescue -9%, EPAC2 ag 6% and EPAC2 antag 0%.

More structures follow.
Screening CCOC(=O)N1CCN(Cc2nc(N)nc(Nc3ccc(C)cc3C)n2)CC1 returned DRD3 antagonist 3, D3 ag 4, FUS suppressor 2%, Abeta yeast res -15%, aSyn rescue 0%, TDP43 rescue -5%, EPAC2 ag -5% and EPAC2 antag 10%.
CC1=NN(C(N)=S)C(=O)C1N=Nc1ccccc1[N+](=O)[O-] (stereo unspecified) was read as DRD3 antagonist 7, D3 ag 11, FUS suppressor -16%, Abeta yeast res 9%, aSyn rescue 5%, TDP43 rescue 13%, EPAC2 ag 7% and EPAC2 antag 5%.
For Cc1occc1-c1nnc(SCC(=O)N(C)c2ccccc2)n1C the results were DRD3 antagonist 15, D3 ag -4, FUS suppressor 0%, Abeta yeast res 10%, aSyn rescue 2%, TDP43 rescue 22%, EPAC2 ag 6% and EPAC2 antag 3%.
`COc1ccc(-c2nnc(SCC(=O)Nc3sc4c(c3C#N)CCCC4)n2-c2ccccc2)cc1` gave DRD3 antagonist 6, D3 ag 6, FUS suppressor -22%, Abeta yeast res 9%, aSyn rescue 0%, TDP43 rescue -11%, EPAC2 ag -7% and EPAC2 antag 7%.
Screening COC(=O)[C@H](CCSC)NC(=O)NC1CCN(Cc2ccccc2)CC1 returned DRD3 antagonist -13, D3 ag -9, FUS suppressor -2%, Abeta yeast res 2%, aSyn rescue -7%, TDP43 rescue -1%, EPAC2 ag 4% and EPAC2 antag 4%.
`N=c1n(CCO)c2ccccc2n1Cc1ccc(Cl)cc1` gave DRD3 antagonist 4, D3 ag 2, FUS suppressor -12%, Abeta yeast res 9%, aSyn rescue -11%, TDP43 rescue 5%, EPAC2 ag -1% and EPAC2 antag 1%.
S=C(Nc1ccccn1)NC1CCCCC1 was read as DRD3 antagonist 5, D3 ag 26, FUS suppressor 3%, Abeta yeast res -25%, aSyn rescue -5%, TDP43 rescue 0%, EPAC2 ag 0% and EPAC2 antag -2%.
`O=C(NCc1ccc2c(c1)OCO2)c1nc(Cn2ccc([N+](=O)[O-])n2)no1` gave DRD3 antagonist 12, D3 ag 3, FUS suppressor -12%, Abeta yeast res -6%, aSyn rescue -5%, TDP43 rescue 7%, EPAC2 ag -2% and EPAC2 antag -1%.
`COc1ccccc1N1CCN(c2cc(=O)n(-c3ccccc3Cl)c(=O)[nH]2)CC1` gave DRD3 antagonist -4, D3 ag 12, FUS suppressor 38%, Abeta yeast res -4%, aSyn rescue 1%, TDP43 rescue -33%[inhibitor], EPAC2 ag -3% and EPAC2 antag 5%.
For c1ccc2c(c1)OCC(CNCC1COc3ccccc3O1)O2 (stereo unspecified) the results were DRD3 antagonist -81*, D3 ag -7, FUS suppressor 2%, Abeta yeast res 5%, aSyn rescue 16%, TDP43 rescue -15%, EPAC2 ag 2% and EPAC2 antag -2%.
For CCC(=O)Nc1ccc(NC(=O)c2ccco2)cc1 the results were DRD3 antagonist inconclusive, D3 ag 2, FUS suppressor inconclusive, Abeta yeast res -18%, aSyn rescue -4%, TDP43 rescue -19%, EPAC2 ag 3% and EPAC2 antag 18%.
